# Source: PubChem BioAssay
# PMI inhibition = MPI inhibition at elevated mannose 6-phosphate – biochemical, fluorescence intensity, high mannose 6-phosphate, primary screen (AID 1220) | recombinant PMI enzyme, coupled fluorescence intensity; higher % means a stronger effect | inhibition, % at 20 µM, or IC50 in µM where a hit was titrated | hit rate 0.66% among 190,000
# PhoP inhibition = inhibitors of PhoP regulon expression, primary screen, Salmonella Typhimurium, GFP reporter (AID 1863); hit rate 0.16% among 300,000; inhibition, % at 50 µM, or IC50 in µM where a hit was titrated; S. Typhimurium PhoP-regulated promoter GFP reporter, 4 h; higher % means a stronger effect;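 active = inhibition over 29.93%, a cutoff 3 SD above the screen mean, later confirmed by dose response; inconclusive = inhibition over 29.93% but no dose response follow-up; inactive = inhibition at most 29.93% or unconfirmed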;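 note: 0% = low Mg2+ inducing control and 100% = high Mg2+ repressing control; strong numbers were not always called active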
# TNAP activators = human TNAP enzyme activators, primary screen, biochemical, luminescent, no phosphate acceptor, uHTS (AID 1001); purified TNAP, luminescent activation assay, no phosphate acceptor; higher activation fold means a stronger effect; activation fold at 20 µM, or EC50 in µM where a hit was titrated; hit rate 0.03% among 200,000; in the data active = activation fold from about 3, or a potency from the dose series; inactive = the rest, 99 in 100 with activation fold below about 1.6; note: many of its hits are not listed in these tables
# Ins promoter up = MIN6 insulin promoter up-regulation; MIN6 insulin promoter-GFP reporter, high-content imaging; hits give high values; z-score at 5 µM; hit rate 0.3% among 190,000;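 active = z-score above 3 at 5 µM with at least 500 cells counted in the well; inconclusive = wells under 500 cells, flagged as cytotoxic or low count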
# Large T inhibition = TAg ATPase/helicase activity blockers – biochemical (AID 1903); hit rate 0.39% among 310,000; inhibition, % at 20 µM; hits with a dose series show IC50 in µM; SV40 large T antigen ATPase/helicase inhibition assay; higher % means a stronger effect; in the data active = a potency from the dose series; inconclusive = inhibition mostly from about 32% at the one dose, without a potency; inactive = the rest, 99 in 100 with inhibition below about 32%; note: strong numbers were not always called active
# human PMI inhibition = MPI enzyme activity inhibition – biochemical, fluorescence intensity, coupled assay, primary screen (AID 1209) | hit rate 0.42% among 190,000 | purified PMI enzyme, coupled fluorescence intensity; higher % means a stronger effect | one-dose inhibition, % at 20 µM; IC50 in µM for titrated hits;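 note: plate controls were DMSO vehicle for no effect and wells lacking substrate for full effect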
# West Nile antiviral = West Nile virus antiviral activity, cell-based, CPE readout (AID 1621); West Nile virus-infected cells, CPE inhibition; higher % means a stronger effect; one-dose CPE inhibition, % at 10 µM; IC50 in µM for titrated hits; hit rate 0.02% among 290,000; in the data active = a potency from the dose series; inconclusive = CPE inhibition mostly from about 3.7% at the one dose, without a potency; inactive = the rest, 99 in 100 with CPE inhibition below about 2.2%; note: strong numbers were not always called active
# RSV antiviral HEp-2 = RSV antiviral activity via CPE protection, HEp-2 cells, primary 10 µM value included (AID 2391); HEp-2 cells, RSV-induced CPE inhibition; higher % means a stronger effect; CPE inhibition, % at 10 µM, or IC50 in µM where a hit was titrated; hit rate 0.13% among 310,000; in the data active = a potency from the dose series; inconclusive = CPE inhibition mostly from about 23% at the one dose, without a potency; inactive = the rest, 99 in 100 with CPE inhibition below about 21%; note: strong numbers were not always called active
# ER stress rescue = protection against thapsigargin-triggered cell killing – 384-well, CSM14.1, ATP luminescence, primary screen (AID 1222); cellular ATP content (survival), % at 20 µM; hits with a dose series show EC50 in µM; 190,000 tested, under 10 active; CSM14.1 thapsigargin-induced death rescue, ATP luminescence; higher % means a stronger effect;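 active = EC50 below 50 µM in the dose-response confirmation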;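 note: death triggered by thapsigargin at about 15 µM added after 2 h compound pretreatment; cell ATP read after overnight thapsigargin exposure of roughly 18 to 22 hours; normalized against plate controls of thapsigargin alone and 5% DMSO vehicle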
# Ins promoter up cell count = recorded beside Ins promoter up, whose call it bears; cell count; measured here: cytotoxicity, nuclei count;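 total cells summed across four imaged fields per well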
# * hit, by the source's call; ? = inconclusive; . = no result given. Cut-off read from the data, not from the text of the source, unless noted: active = inhibition above about 50%; inactive = the rest.
SMILES,PMI inhibition,PhoP inhibition,TNAP activators,Ins promoter up,Ins promoter up cell count,Large T inhibition,human PMI inhibition,West Nile antiviral,RSV antiviral HEp-2,ER stress rescue
CC(C)c1ccc(S(=O)(=O)N2CCN(CC(=O)Nc3ccc4c(c3)OCO4)CC2)cc1,10%,4%,1.1,-0.82,1300,7%,9%,-0.4%,6.0%,-2.2%
COCc1cc(C)nc(SCC(=O)Nc2cccc(C)c2C)c1C#N,9%,7%,1.1,0.65,1959,9%,11%,-0.1%,5.1%,-2.8%
CC(C)NC(=O)C1CCN(C2CCN(C(=O)/C=C/c3cccs3)CC2)CC1,.,-8%,.,-0.03,1106,.,.,-0.1%,-0.1%,.
Cc1nc2sc3c(c2c(=O)[nH]1)CCCC3,.,-4%,.,-0.33,1449,19%,.,0.5%,2.7%,.
O=C(Nc1ccccc1)n1cc(-c2ccccn2)c(N2CCOCC2)n1,-6%,5%,1.1,0.46,1173,3%,-12%,.,4.7%,-2.0%
O=C(Nc1c(-c2ccccc2)nc2ncccn12)c1cc2ccccc2oc1=O,-9%,-1%,1.1,-0.11,1389,11%,-6%,.,4.3%,-2.3%
O=C(NC1CC1)c1ccc2c(c1)C1C3CCC(C3)C1C(c1ccccc1)N2 (stereo not given),9%,10%,1.2,-0.22,1217,10%,7%,-1.5%,13%,1.1%
O=C(NC(=S)Nc1ccccc1O)c1ccccc1Cl,12%,1%,1.1,-0.12,1441,14%,2%,0.3%,-1.1%,-2.0%
CC12CCC(C(=O)Nc3cccc4ccccc34)(C1Br)C2(C)C (stereo not given),6%,-1%,1.1,.,.,3%,9%,?,14%,0.6%
CC(=O)Nc1ccc(NC(=O)C2CCC(N3C(=O)C4C5C=CC(C6CC56)C4C3=O)CC2)cc1 (stereo not given),.,2%,.,.,.,6%,.,2.1%,1.8%,.
COc1ccc(CCC(C)Nc2ccccc2F)cc1 (stereo not given),-14%,-13%,1,0.14,1253,5%,-10%,0.3%,1.4%,-2.0%
CCN(CC(=O)Nc1ccc(Br)c(C)c1)CC(=O)NC(C)C,-2%,-9%,1,2.3,1073,1%,4%,-1.0%,0.9%,-1.3%
COc1ccc(-c2nc(CN3CCC(C(=O)N4CCOCC4)CC3)c(C)o2)cc1C,.,5%,.,.,.,4%,.,-1.4%,-1.1%,.
COc1ccc(-c2nn(-c3ccccc3)cc2/C=C(\C#N)S(=O)(=O)c2ccccc2)cc1OC,-4%,0%,0.9,-4.1,579,7%,8%,-1.2%,1.9%,-1.8%
O=C(c1ccco1)N1CCN(C(=O)N2CCCCC2)CC1,11%,15%,1.1,-0.51,1497,4%,14%,0.5%,2.2%,0.2%
CCOC(=O)c1cnc(SC)nc1Oc1cccc(NS(=O)(=O)c2ccccc2)c1,4%,6%,1,2,662,1%,7%,0.3%,11%,0.8%
CC(C)CC1c2[nH]c3ccccc3c2CCN1C(=O)C1CCOCC1 (stereo not given),2%,-5%,1.1,-1.4,1376,15%,-2%,-0.7%,0.0%,1.2%
CCOC(=O)c1cn(-c2c(Cl)cccc2Cl)c2cc(Cl)c([N+](=O)[O-])cc2c1=O,-9%,1%,1.1,-0.66,1237,21%,-9%,1.7%,9.2%,0.2%
COc1cc(C)c(S(=O)(=O)N2CCCC2)cc1C,16%,-6%,1.1,0.84,1182,1%,14%,-0.1%,0.6%,-1.9%
O=C(O)c1cccnc1Sc1ccc(Cl)cc1,4%,-15%,1.1,0.32,1631,-3%,1%,0.0%,1.5%,-0.4%
O=S(=O)(c1ccc(Cl)cc1)N1CCN(c2ccccn2)CC1,.,4%,.,.,.,4%,.,-1.0%,1.1%,.
O=C(O)CCc1ccc(-c2ccc(F)cc2)n1CC(=O)O,-12%,0%,1.1,.,.,26%,-3%,-0.2%,-0.1%,-1.5%
CCCOc1ccc(-c2cnc(N)s2)cc1,12%,23%,1.1,0.52,1831,20%,10%,-0.1%,-1.3%,-2.4%
COc1ccc(/C=N/NC(=O)Nc2ccc3nsnc3c2)c(OC)c1,41%,8%,1,-0.05,1518,20%,17%,0.8%,1.6%,-1.3%
Cc1cccc(C(=O)NCCc2ccccc2)c1,.,5%,.,.,.,5%,.,0.3%,1.3%,.

# The list continues:
SMILES,PMI inhibition,PhoP inhibition,TNAP activators,Ins promoter up,Ins promoter up cell count,Large T inhibition,human PMI inhibition,West Nile antiviral,RSV antiviral HEp-2,ER stress rescue
Fc1ccccc1CNC(=S)Nc1cccc(C(F)(F)F)c1,6%,-9%,1,0.12,1505,10%,10%,-1.1%,2.9%,-2.5%
O=C(NCCc1ccccc1)C(=O)NCc1ccncc1,-5%,8%,1.1,-0.12,1153,2%,-7%,-0.1%,0.7%,-0.9%
CC(OC(=O)CN1C(=O)C2C3C=CC(C4CC34)C2C1=O)C(=O)c1ccccc1 (stereo not given),.,-8%,.,-0.18,1060,8%,.,0.3%,1.4%,.
O=C(O)CCCN(Cc1cccc(Br)c1)S(=O)(=O)c1ccc(Br)cc1,-8%,-7%,1.1,-0.19,1300,-2%,-16%,1.2%,4.2%,-5.4%
NC(=O)CSc1nnnn1-c1ccc(OC(F)(F)F)cc1,8%,2%,1.1,1,1239,16%,6%,0.3%,0.2%,-1.0%
COc1ccc(CNS(=O)(=O)c2ccc(C3CNC(=O)C3)cc2)cc1 (stereo not given),-5%,-4%,1.1,-0.65,1279,-6%,3%,-1.2%,1.6%,-2.7%
CCN(Cc1ccccc1)C(=O)CN1C(=O)NC2(CC(C)CC(C)(C)C2)C1=O (stereo not given),.,1%,.,.,.,23%,.,-1.1%,2.1%,.
O=C(c1ccc(F)cc1)c1cc2ccc(O)cc2oc1=O,.,1%,.,.,.,26%,.,-0.5%,3.7%,.
COc1ccc(C(=O)CSc2nc(C)cc(=O)[nH]2)cc1C,.,12%,.,.,.,8%,.,-2.4%,1.5%,.
O=C(CN1C(=O)c2ccc([N+](=O)[O-])cc2C1=O)NCc1ccco1,-1%,-7%,1.1,-0.26,1549,-2%,-3%,-0.1%,3.2%,0.5%
O=C1NCCN(Cc2ccoc2)C1CC(=O)N(Cc1ccccc1)CC1CCC1 (stereo not given),18%,-8%,1,-0.19,1475,11%,12%,-0.6%,-0.6%,-0.4%
C=CCn1cn[nH]c1=S,-10%,4%,1,0.46,1693,10%,-3%,0.4%,0.8%,-1.8%
COc1cccc(C(=O)Oc2ccccc2/C=C\C(=O)c2cc3ccccc3o2)c1,-15%,-11%,1,0.98,718,28%,-5%,-0.9%,.,7.2%
CSc1ccc(CN(C)CC(=O)NCc2ccccc2)cc1,1%,-8%,1.1,-1.4,1237,12%,-2%,-0.1%,2.3%,0.9%
COc1ccccc1-c1cc(C(F)(F)F)nc(S(=O)(=O)CCCC(=O)N2CCOCC2)n1,-5%,8%,1.1,0.29,1176,3%,-5%,0.0%,-2.1%,-1.7%
O=C(CN1CCN(c2ccccc2F)CC1)NC(=O)NCc1ccccc1,-8%,-5%,1.1,-1.3,1169,4%,-7%,-0.5%,3.2%,2.5%
O=C(NCc1cccs1)c1ccccc1F,1%,0%,1.1,.,.,10%,2%,-0.1%,-0.6%,-1.4%
Cc1ccc(/C=N\NC(=O)c2cc(OCC(F)(F)F)ccc2OCC(F)(F)F)cc1,5%,10%,1,.,.,10%,8%,0.0%,1.7%,-0.2%
Fc1ccc(CCNC(=S)Nc2ccc(F)cc2)cc1,7%,17%,1.1,-0.01,1287,19%,16%,-0.8%,0.1%,-1.7%
COc1ccc(N2C(=O)CC(N3CCN(c4ccc(S(C)(=O)=O)cc4)CC3)C2=O)cc1 (stereo not given),-3%,-18%,1.2,-1.1,1019,5%,-3%,-0.1%,3.7%,-0.7%
CC(C)CCOc1ccc(C(=O)C[N+]2(C)CCOCC2)cc1,.,-4%,1,.,.,19%,82%*,-0.1%,-2.0%,-2.9%
O=C(NCc1ccco1)c1cc2nc(-c3cccs3)cc(C(F)(F)F)n2n1,-32%,18%,1,0.25,1394,8%,-13%,-0.6%,4.7%,-1.0%
CCOC(=O)c1c(-c2ccc(C)o2)csc1NC(=O)CSc1nnc(C)s1,4%,-9%,1.1,-0.63,1261,11%,1%,1.7%,5.0%,1.6%
O=c1c(/C=N/O)coc2ccc(Cl)cc12,.,-10%,.,0.28,1094,11%,.,-0.1%,?,.
Brc1ccc(CNCCCSc2ncccn2)cc1,.,-3%,.,.,.,14%,.,-0.6%,0.5%,.

# (further entries)
SMILES,PMI inhibition,PhoP inhibition,TNAP activators,Ins promoter up,Ins promoter up cell count,Large T inhibition,human PMI inhibition,West Nile antiviral,RSV antiviral HEp-2,ER stress rescue
O=C(N1CCOCC1)N(Cc1cccs1)C1CCCC1,1%,14%,1.2,0.25,1241,-1%,-4%,0.0%,0.1%,-0.8%
COc1ccc(-c2[nH]ncc2CN(C)Cc2cc(C)[nH]n2)c(F)c1,-7%,-8%,0.5,.,.,5%,-6%,1.2%,-1.8%,-1.4%
COc1ccc(/C=C2\C(=O)NCC(=O)N2Cc2ccccc2)cc1,-12%,-5%,1,0.07,1830,6%,-5%,0.1%,2.2%,-0.5%
CC(O)[C@H]1CNC(=S)N1CCc1cccc(F)c1 (stereo not given in full),.,1%,.,0.14,1086,5%,.,0.7%,-0.8%,.
CC(C)(C)C(=O)NCC12C=CC(O1)C1C(=O)N(c3ccccc3)C(=O)C12 (stereo not given),-82%,3%,1.1,0.61,1236,4%,-48%,-0.8%,0.3%,-0.8%
CCCc1[nH]n(-c2nc3ccccc3s2)c(=O)c1C=NCCCN(CC)CC,1%,0%,1,.,.,22%,7%,0.3%,2.0%,1.3%
COc1ccc(-c2nnc(SCC(=O)NCCc3ccc(S(N)(=O)=O)cc3)o2)cc1OC,.,-8%,.,-0.29,1272,12%,.,0.4%,1.1%,.
CS(=O)(=O)C1=NSC2=NC(=O)/C(=C\c3cccn3-c3ccc(Cl)cc3)C(=N)N21,-15%,-8%,1,0.95,1254,15%,-10%,0.6%,1.7%,4.2%
Cc1c(C(N)=O)sc2nc(-c3ccccc3)cn12,13%,-2%,1.1,0.06,1214,12%,16%,.,5.9%,-1.4%
CC(=O)Nc1ccc(NC(=O)CN(c2ccc(F)cc2)S(=O)(=O)c2ccc3c(c2)OCCO3)cc1,3%,-5%,1.2,.,.,2%,3%,-0.2%,0.5%,-1.2%
c1ccc(-c2csc3ncnc(N4CCOCC4)c23)cc1,.,2%,1.1,-0.63,1455,6%,.,0.6%,2.5%,-0.7%
CCc1nc2ccc(C(=O)O)cc2nc1CC,10%,-3%,0.8,0.81,1341,12%,13%,0.5%,-0.2%,2.2%
Cc1cccc(C(=O)Nc2cccc(C(=O)N/N=C/c3cccc(C)n3)c2)c1,.,7%,.,.,.,20%,.,0.9%,2.3%,.

# Among those listed so far, these contain a cyano group:
SMILES,PMI inhibition,PhoP inhibition,TNAP activators,Ins promoter up,Ins promoter up cell count,Large T inhibition,human PMI inhibition,West Nile antiviral,RSV antiviral HEp-2,ER stress rescue
COCc1cc(C)nc(SCC(=O)Nc2cccc(C)c2C)c1C#N,9%,7%,1.1,0.65,1959,9%,11%,-0.1%,5.1%,-2.8%
COc1ccc(-c2nn(-c3ccccc3)cc2/C=C(\C#N)S(=O)(=O)c2ccccc2)cc1OC,-4%,0%,0.9,-4.1,579,7%,8%,-1.2%,1.9%,-1.8%
